# Compound activity deposited in PubChem BioAssay by National Center for Advancing Translational Sciences (NCATS).
# TSHR antagonist = human thyrotropin receptor antagonism; TSHR-expressing cells, TSH-stimulated cAMP HTRF, 2 h; active compounds read low; AID 504810; P16473; activity change, negative = inhibition, % at 11.5 µM; 330,000 tested, 0.2% active;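 active = activity change below a set negative limit, meaning inhibition stronger than a set level, cut at about -70% in these data; inconclusive = activity change between two set negative limits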; note: % is set by controls: 0 for no effect and ±100 for the full control effect
# Target sequence (P16473 whole entry, looked up): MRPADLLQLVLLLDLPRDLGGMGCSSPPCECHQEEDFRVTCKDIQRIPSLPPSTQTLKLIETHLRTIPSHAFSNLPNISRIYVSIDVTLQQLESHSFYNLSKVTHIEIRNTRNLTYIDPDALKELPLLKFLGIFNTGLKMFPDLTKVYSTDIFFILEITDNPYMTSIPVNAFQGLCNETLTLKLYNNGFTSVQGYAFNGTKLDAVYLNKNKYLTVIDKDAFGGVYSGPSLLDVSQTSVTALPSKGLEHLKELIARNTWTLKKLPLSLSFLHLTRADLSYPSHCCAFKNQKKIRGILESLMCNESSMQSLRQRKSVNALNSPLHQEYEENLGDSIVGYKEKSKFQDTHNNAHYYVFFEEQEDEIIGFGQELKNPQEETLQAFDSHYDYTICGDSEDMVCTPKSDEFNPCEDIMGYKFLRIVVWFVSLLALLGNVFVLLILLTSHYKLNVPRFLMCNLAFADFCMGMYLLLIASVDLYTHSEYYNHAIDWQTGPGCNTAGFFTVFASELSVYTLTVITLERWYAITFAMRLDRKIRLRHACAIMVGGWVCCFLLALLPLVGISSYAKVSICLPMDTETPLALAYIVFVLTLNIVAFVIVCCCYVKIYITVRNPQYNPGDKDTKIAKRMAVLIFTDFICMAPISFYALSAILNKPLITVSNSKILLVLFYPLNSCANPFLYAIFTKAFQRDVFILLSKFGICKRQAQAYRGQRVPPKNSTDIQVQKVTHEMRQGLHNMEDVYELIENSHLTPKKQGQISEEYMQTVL
#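 Read-out is FRET at 665 nm (cryptate excitation 337 nm) from a cryptate-tagged anti-cAMP antibody, competed by cell cAMP against cAMP-d2. Compounds are tested on freshly harvested TSHR cells challenged with 4nM TSH (EC80) for 2 hours at 37 deg C.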
# ELG1 repair inh = blocks ELG1-dependent DNA repair in HEK293T cells. HEK293T ELG1-luciferase reporter, luminescence, 16 h; DNA damage induced by 5-fluorouridine. Potency, µM (top dose mostly 46.1 µM), for inactives: top-dose activity change, negative = inhibition, most hits filed as inhibitors. 330,000 tested, 2.3% active. AID 504467; note: potency is the fitted concentration of half-maximal effect; % is set by controls: 0 for no effect and ±100 for the full control effect; nearly all actives have a fitted effect of over 55% in size
#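 DMSO vehicle served as the neutral condition. Each well held 2,000 cells given 5-fluorouridine plus compound; after 16 hr at 37 °C/5% CO2, ONE-Glo was added and luciferase measured 30 min later.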
# a7 integrin act = activates integrin-mediated alleviation for muscular dystrophy; alpha7betagal myoblasts, beta-gal FDG fluorescence, 48 h; Potency, µM (titrated, usually from 38.3 µM), for the others: at the highest dose activation, actives largely listed as activators; 350,000 tested, 0.064% active; AID 624291;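 note: potency is the fitted concentration of half-maximal effect; 100% = response of the positive control SU9516; nearly all actives have a fitted effect of over 60% in size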
#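 alpha7betagal+/- myoblasts (passage 13, 250/well) treated 48 h at 37C with compounds at 1:260 dilution of DMSO stock. Lysed, then beta-galactosidase activity read as FDG fluorescence (ex 480/em 540) after 30 min, with pre-read for autofluorescence.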
# TCR act = activates T cell receptor signaling. primary human leukocytes, anti-CD3, IL-2 HTRF, 48 h. Potency, µM (titrated, usually from 9.22 µM), without a hit: at the highest dose activation of IL-2 secretion, most hits filed as activators. 330,000 tested, under 10 active; note: % of control where 0% means no effect
#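 IL-2 release read by HTRF sandwich (Eu cryptate donor, d2 acceptor, 665 nm emission) after 48 hr exposure of primary human leukocytes to compound together with anti-CD3 beads in the absence of co-stimulatory signals.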
# S-ASM inh = human S-ASM enzyme inhibition; AID 504937; placental ASM, HMU-PC fluorogenic substrate, 60 min; Potency, µM (series often up to 57.5 µM), for the others: at the top dose activity change, negative = inhibition, actives largely listed as inhibitors; P17405; 340,000 tested, 0.006% active; note: potency is the fitted concentration of half-maximal effect
#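 Steps: dispense placental human ASM, pin compound, wait 10 min at room temperature, add HMU-PC0 substrate at 9 uM final, incubate 60 min at 37 °C, add stop solution raising pH to 10, read fluorescence.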
# Mito fusion act = blocks mitochondrial division or promotes mitochondrial fusion | S. cerevisiae fusion-defective mutant growth rescue, CellTiterGlo 48 h | Potency, µM (series often up to 46.1 µM), without a hit: at the highest dose growth rescue (activation), hits mostly activators | 320,000 tested, 0.23% active | AID 485298;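 note: potency is the fitted concentration of half-maximal effect; % of control where 0% means no effect; nearly all actives have a fitted effect of over 45% in size; temperature-sensitive fusion mutants such as fzo1-1 at 37 °C on non-fermentable ethanol glycerol medium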
#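 Compounds are tested for their ability to restore growth of mitochondrial fusion-defective yeast strains at non-permissive 37C in YPEG medium over 48 hours. Viability is quantified by luciferase luminescence.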
# Eya2 inh = blocks the phosphatase activity of human Eya2; O00167; recombinant Eya2, OMFP fluorescence dephosphorylation (OMFP is methylfluorescein phosphate); Potency, µM (titrated, usually from 76.9 µM), inactives show at the highest dose activity, negative = inhibition, actives largely listed as inhibitors; 330,000 tested, 0.006% active; AID 488837; note: potency is the fitted concentration of half-maximal effect; % is set by controls: 0 for no effect and ±100 for the full control effect
#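 Eya2 (0.2 uM) preincubated 10 min at ambient with compound, then OMFP substrate added at 50 uM; 10 min reaction in 50 mM HEPES pH 7.5, 50 mM NaCl, 5 uM MgCl2, 0.05% BSA, 1 mM DTT. Fluorescence read at Ex 485/Em 525 nm.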
# BCR signal inh = chronic active BCR signaling inhibition | ABC-DLBCL IkBa-CBG/CBR reporter, luminescence ratio, 4 h | 340,000 tested, 0.05% active | Potency, µM (titrated, usually from 46.1 µM), for the others: at the highest dose ratio change, negative = lower green/red ratio, most hits filed as inhibitors | AID 493014; active = well fitted inhibition curve with a large enough effect in the signal ratio, with a control signal flat, not every such curve was filed as active; inconclusive = small, poorly fitted or top-dose-only effect, or effect the other way, or a change in a side signal; the % refers to the signal ratio;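 note: potency is the fitted concentration of half-maximal effect; plate controls were basal doxycycline-induced cells for no effect and cells given 10 µM MG132 for full effect; MG132 reads +100%, hits lower the ratio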
#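 Concentration-response series (up to 46 uM) were applied to TMD8 dual-reporter cells for 4 h at 37C with doxycycline. Green/red ratio, after filter-overlap correction, defined %Activity; red signal alone was normalised to basal cells and zero luminescence.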
# PTAP TSG101 blk = blocks PTAP/TSG101 interaction to inhibit HIV-1 budding | Q99816 | Fluorescence polarization, FITC-PTAP peptide / Tsg101 binding | Potency, µM (doses to about 115 µM), without a hit: top-dose activity change, negative = inhibition, actives largely listed as inhibitors | 340,000 tested, under 10 active; active = well fitted inhibition curve with a large enough effect in the main read-out, with a control signal flat, not every such curve was filed as active; inconclusive = small, poorly fitted or top-dose-only effect, or effect the other way, or a change in a side signal; inactive = no such curve, though single readings can be large or run the other way; note: potency is the fitted concentration of half-maximal effect; % of control where 0% means no effect
#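 Tsg101 binding domain (10 uM final) was mixed with compound and a FITC-labeled PTAP peptide (50 nM final) in HEPES pH 7.5 buffer with NaCl, Tween 20, EDTA and TCEP; fluorescence polarization was read after 20 min at r.t.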
# A-T KAP1 phos = candidate therapy for ataxia-telangiectasia; Potency, µM (highest dose often 57.5 µM), inactives show at the highest dose activation, most hits filed as activators; […] A-T fibroblasts, KAP-1 phosphorylation AlphaLISA; neocarzinostatin DNA damage 30 min before lysis; 320,000 tested, 0.19% active; note: potency is the fitted concentration of half-maximal effect; % of control where 0% means no effect; nearly all actives have a fitted effect of over 45% in size
#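 hTERT-immortalized A-T patient fibroblasts ([…]), 500 cells/well in OPTI-MEM, 1% FBS, got compounds for 60 min, then NCS for 30 min at 37C. Lysates were then assayed for phospho-KAP-1 by AlphaLISA (anti-pKAP1 donor, anti-KAP1 acceptor beads), 6 hr at 25C.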
# Tb PFK inh = blocks T. brucei phosphofructokinase. O15648. T. brucei PFK, ADP-Glo luminescence. Potency, µM (highest dose often 57.5 µM), for the others: at the top dose activity, negative = inhibition, hits mostly inhibitors. 330,000 tested, 0.17% active. AID 485367;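 note: potency is the fitted concentration of half-maximal effect; 0% = uninhibited 1x PFK enzyme wells and -100% = no-enzyme wells; nearly all actives have a fitted effect of over 60% in size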
#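 Activity is normalized to no-enzyme wells (full inhibition) and 1.25 nM enzyme wells (no inhibition). Reaction: 0.5 mM F6P, 0.1 mM ATP, 45 min RT, ADP-Glo luminescence; concentration-response curves fitted and classed by quality.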
# * marks the source's active call; other numbers are inactive results; ? = inconclusive; · = no result given; [ ] = dose if it differs, or a comment. Unless noted, calls come from the whole dose curve; as a rule, active = well fitted curve in the direction sought with a large enough effect; inconclusive = small, poorly fitted or top-dose-only effect, or another doubt; inactive = no such curve, though single readings can be large; an effect the other way counts as inactive or inconclusive.
# Order of results: TSHR antagonist | ELG1 repair inh | a7 integrin act | TCR act | S-ASM inh | Mito fusion act | Eya2 inh | BCR signal inh | PTAP TSG101 blk | A-T KAP1 phos | Tb PFK inh
COc1ccc(-c2nc3cc(NC(=O)c4ccc5c(c4)OCO5)ccc3o2)cc1
→ -8 | ? | 20% | 2% | 7% | 0% | 2% | -1% | -8% | 3% | -2%
O=C(O)CCC(=O)N1CCc2cc(S(=O)(=O)N3CC=C(c4ccccc4)CC3)ccc21
→ -5 | 4% | -17% | -1% | 9% | -4% | 12% | 5% | -2% | 5% | ?
CC(C)=NN/C(N)=N/C(=S)Nc1ccc(C)cc1
→ 1 | ? | 14% | 3%[46.1 µM] | 6% | -1% | 9% | -7% | 0% | 1% | 0%
N#Cc1ccccc1Cn1c(=O)n(Cc2ccc(C(=O)NCc3ccco3)cc2)c(=O)c2ccccc21
→ -18 | ? | -18% | -1%[46.1 µM] | 7% | -3% | 2% | 6% | -7% | 2% | 0%
CC1=CC(C)C(C[N+]2(C)CCCCC2)C(C)C1 (configuration not stated)
→ 10 | -4% | 5% | 5% | 1% | 1% | -1% | -16% | -9% | 5% | -6%
CN(C)S(=O)(=O)c1cccc(C(=O)Nc2n[nH]c(C(F)(F)F)n2)c1
→ -16 | 3% | 2% | 1% | 0% | 5% | 15% | 0% | -2% | 0% | -5%
COc1ccc(/C=N/NC(=O)c2cc3cc(OC)c(OC)cc3[nH]2)cc1
→ -5 | -28% | 0% | 0% | 77%[activator] | -2% | 0% | ? | 0% | -3% | -2%
N/C(=N\OC(=O)c1ccccc1Br)c1ccc([N+](=O)[O-])cc1
→ -5 | ? | -31% | -2% | -1% | 7% | 0% | ? | -6% | 3% | -2%
CCCC(=O)NC1=C(C#N)C2(CCCCC2)Cc2ccccc21
→ 4 | -1% | -5% | 0% | -5% | 3% | 6% | 7% | -5% | · | -1%
Cc1cc(Sc2ncnc(N)c2[N+](=O)[O-])ncn1
→ -32 | ? | -63%[inhibitor] | 1% | 7% | -2% | 1% | ? | -1% | -5% | -4%
FC(F)(F)c1cnc(NNC(=S)Nc2ccc(Cl)cc2)c(Cl)c1
→ -35 | ? | -53%[inhibitor] | -1%[46.1 µM] | -1% | ? | -1% | 7% | -2% | -8% | 12%
CCOc1ccc(C(=O)COC(=O)c2cc([N+](=O)[O-])ccc2N2CCOCC2)cc1
→ -9 | -26% | 0% | 2% | -11% | -4% | 7% | -13% | -5% | -11% | 0%
COc1ccc(OC)c(NC(=O)c2cc(OC(C)=O)cc(C(=O)Nc3cc(OC)ccc3OC)c2)c1
→ -14 | ? | -50%[inhibitor] | 13% | -2% | 1% | 0% | ? | -2% | 8% | 7%
Cc1cc(=O)n2[nH]c(-c3ccsc3-n3c(C)ccc3C)cc2n1
→ 31 | 11% | 0% | 1% | -2% | -3% | -3% | 2% | -3% | 2% | 1%
Cc1cccc2c1CC(C)(C)N=C2C1=C(O)CC(C)(C)CC1=O
→ 4 | -11% | 5% | 2% | -1% | -3% | 8% | 0% | -2% | -6% | -6%

# Quoted at random: 3 records from the list, in no set order.
# Order of results: TSHR antagonist | ELG1 repair inh | a7 integrin act | TCR act | S-ASM inh | Mito fusion act | Eya2 inh | BCR signal inh | PTAP TSG101 blk | A-T KAP1 phos | Tb PFK inh
CN(C)S(=O)(=O)c1cccc(C(=O)Nc2n[nH]c(C(F)(F)F)n2)c1
→ -16 | 3% | 2% | 1% | 0% | 5% | 15% | 0% | -2% | 0% | -5%
Cc1cc(=O)n2[nH]c(-c3ccsc3-n3c(C)ccc3C)cc2n1
→ 31 | 11% | 0% | 1% | -2% | -3% | -3% | 2% | -3% | 2% | 1%
Cc1cccc2c1CC(C)(C)N=C2C1=C(O)CC(C)(C)CC1=O
→ 4 | -11% | 5% | 2% | -1% | -3% | 8% | 0% | -2% | -6% | -6%

# The list goes on:
# Order of results: TSHR antagonist | ELG1 repair inh | a7 integrin act | TCR act | S-ASM inh | Mito fusion act | Eya2 inh | BCR signal inh | PTAP TSG101 blk | A-T KAP1 phos | Tb PFK inh
Cc1ccc2oc(-c3ccc(NC(=O)c4cccnc4)cc3)nc2c1
→ -26 | ? | 9% | 2% | 4% | ? | 10% | 18% | 0% | 4% | -4%
COCCN(C(=O)CN1CCN(S(=O)(=O)c2ccc(F)cc2)CC1)c1c(N)n(Cc2ccccc2)c(=O)[nH]c1=O
→ -2 | -1% | 7% | -2%[46.1 µM] | 3% | -6% | 3% | -1% | -3% | 6% | -1%
O=C1Nc2ccccc2Oc2cc([N+](=O)[O-])cc(Oc3ccccc3)c21
→ -1 | -28% | -13% | -9% | -20% | 18% | 11% | ? | 16% | 6% | -1%
CCC(C)NC(=O)C1c2cc(OC)c(OC)cc2C(=O)N(C)C1c1cccs1 (configuration not stated)
→ 6 | -13% | 1% | · | 2% | 1% | -4% | -9% | 0% | -6% | -2%
COc1ccc(S(=O)(=O)NC(C)C(=O)Nc2ccc3c(c2)OCO3)cc1OC (configuration not stated)
→ -2 | 4% | 13% | 1% | 2%[11.5 µM] | -7% | -9% | -3% | -4% | -1% | 0%
CC(C)N1C(=S)SC2CS(=O)(=O)C=C21 (configuration not stated)
→ 0 | 11% | -8% | 5% | 0% | -2% | -8% | -4% | -3% | 0% | -6%
CC1CC(C)CN(C(=O)c2nn(C)c3c2CS(=O)(=O)c2ccccc2-3)C1 (configuration not stated)
→ 28 | -12% | -38% | -7% | 44% | 24% | 0% | 8% | -7% | 4% | -1%
COC(=O)c1ccccc1NC(=O)Nc1ccc2c(c1)OCO2
→ -2 | ? | -4% | 0% | 3% | 0% | 1% | ? | 1% | -1% | -1%
O=C(O)/C=C/C(=O)N(Cc1ccc2c(c1)OCO2)C1CC(=O)N(CCc2ccccc2)C1=O (configuration not stated)
→ -9 | -12% | 17% | 7% | 6% | -5% | 4% | 0% | -6% | 2% | -1%
N#Cc1c(/N=C/c2cccs2)sc2c1CCCCC2
→ -9 | ? | -12% | -7% | -16% | 11% | 7% | 6% | -4% | -5% | -7%
Cn1c(NCCCO)nc2c1c(=O)n(Cc1ccccc1F)c(=O)n2C
→ 3 | 5% | -9% | -5% | -1% | 0% | -2% | 8% | -2% | 4% | -5%
O=C(NNc1c(Cl)cncc1Cl)c1sccc1Cl
→ 12 | -17% | 0% | -2% | -1% | 3% | -1% | 1% | 0% | 5% | 10%
CCOc1ccc(C(CC(=O)O)NC(=O)C(CC)c2ccccc2)cc1 (configuration not stated)
→ -4 | -11% | 25% | -8% | 1% | 3% | 8% | 1% | 0% | 0% | -3%
CCc1nn(CCCC(=O)N2CCN(c3cccc(C)c3C)CC2)c(=O)c2cc3occc3n12
→ -12 | ? | -19% | 2% | -19% | 24% | -9% | -17% | -6% | -3% | 2%
O=C1CCCC2=C1C(c1ccccc1)CC(=O)N2c1ccccc1 (configuration not stated)
→ -9 | -14% | 1% | -27% | 0% | 4% | 1% | 0% | -3% | 12% | 0%
Cc1c(NC(=O)CN2CCCC(C)C2)ccc2nsnc12 (configuration not stated)
→ 3 | -5% | 1% | 2% | 5% | -4% | -11% | 0% | -1% | 1% | -5%
CCOC(=O)N1CCN(C(=O)CSc2ccc(C(F)(F)F)cc2[N+](=O)[O-])CC1
→ -16 | 3% | 0% | 0% | -5% | -10% | -2% | -10% | -1% | -2% | 1%
COC(=O)C1=C(CCc2ccccc2)NC(=O)NC1c1ccc(Br)cc1 (configuration not stated)
→ -6 | -2% | 20% | -3% | -9% | 2% | 3% | ? | -3% | 4% | 2%
Cc1c(C(=O)N2c3ccccc3Sc3ccccc32)cccc1[N+](=O)[O-]
→ -5 | ? | ? | -8%[46.1 µM] | ? | 0% | -9% | -6% | -13% | -5% | -6%

# Rows were taken by chance; about 3.2% have a hit in one of these screens.
